High-throughput results from PubChem.
PNC assembly inh: perinucleolar compartment assembly inhibition; activity change (PNC), negative = inhibition, % at 10 µM; PC3M PTB-GFP, PNC prevalence imaging, 16 h; stronger effect = lower value; 140,000 tested, 3.1% active; AID 2417;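 active means readout at or below -70, meaning at least 70% loss of cells showing the perinucleolar compartment, a nuclear body marking cancer cells; inconclusive means readout between -30 and a set limit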;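 further: plate controls were DMSO wells for no effect and camptothecin positive control wells for full effect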
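Compounds are pinned in duplicate onto adhered PC3M cells stably expressing GFP-tagged PTB and incubated 16 h at 37 C. Cells are then fixed, nuclei stained with Hoechst, and PNC-positive cells counted.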
IMPase cell inh: cell-permeable inhibitors of inositol monophosphatase (IMPase). P97697. CHO-M1 cells, IP1 accumulation, HTRF TR-FRET ratio. inhibition (IP1 accumulation), % at 46.1 µM. 120,000 tested, under 10 active. AID 901; active means well fitted curve in the direction sought with a large enough effect in the signal ratio, not every such curve was filed as active; inconclusive means small, poorly fitted or top-dose-only effect, or a change in a side signal; inactive means no such curve, though single readings can be large or run the other way; the % refers to the signal ratio;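 further: cells stimulated with carbachol in lithium chloride buffer; plate controls were DMSO basal wells for no effect and reference inhibitor wells for full effect; higher means more IMPase inhibition seen as more IP1 and lower FRET ratio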
Target sequence (P97697 whole entry, looked up): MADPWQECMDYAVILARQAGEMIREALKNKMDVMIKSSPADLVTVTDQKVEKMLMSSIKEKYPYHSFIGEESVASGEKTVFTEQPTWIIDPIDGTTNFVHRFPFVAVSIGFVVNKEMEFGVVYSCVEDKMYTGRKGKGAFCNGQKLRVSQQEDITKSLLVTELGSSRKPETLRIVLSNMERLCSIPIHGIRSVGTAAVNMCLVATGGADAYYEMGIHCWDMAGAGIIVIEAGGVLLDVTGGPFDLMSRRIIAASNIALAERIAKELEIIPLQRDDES
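Carbachol-driven Gq signalling in CHO-M1 cells (2000/well) generates IP1. Compounds that block IMPase raise IP1 and so reduce the FRET signal from Eu-anti-IP1 and d2-IP1 after a 10 min room-temperature lysis.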
15-hLO-2 inh: blocks human 15-lipoxygenase 2 activity. 110,000 tested, 0.56% active. O15296. Potency, µM (titrated, usually from 57.1 µM), inactives show at the highest dose activity change, negative = inhibition, actives largely listed as inhibitors. purified 15hLO-2, xylenol orange hydroperoxide absorbance. AID 881; further: potency means the concentration at half of the fitted maximal effect; nearly all actives have a fitted effect of over 60% in size; many of its hits are not listed in these tables
Target sequence (O15296 whole entry, looked up): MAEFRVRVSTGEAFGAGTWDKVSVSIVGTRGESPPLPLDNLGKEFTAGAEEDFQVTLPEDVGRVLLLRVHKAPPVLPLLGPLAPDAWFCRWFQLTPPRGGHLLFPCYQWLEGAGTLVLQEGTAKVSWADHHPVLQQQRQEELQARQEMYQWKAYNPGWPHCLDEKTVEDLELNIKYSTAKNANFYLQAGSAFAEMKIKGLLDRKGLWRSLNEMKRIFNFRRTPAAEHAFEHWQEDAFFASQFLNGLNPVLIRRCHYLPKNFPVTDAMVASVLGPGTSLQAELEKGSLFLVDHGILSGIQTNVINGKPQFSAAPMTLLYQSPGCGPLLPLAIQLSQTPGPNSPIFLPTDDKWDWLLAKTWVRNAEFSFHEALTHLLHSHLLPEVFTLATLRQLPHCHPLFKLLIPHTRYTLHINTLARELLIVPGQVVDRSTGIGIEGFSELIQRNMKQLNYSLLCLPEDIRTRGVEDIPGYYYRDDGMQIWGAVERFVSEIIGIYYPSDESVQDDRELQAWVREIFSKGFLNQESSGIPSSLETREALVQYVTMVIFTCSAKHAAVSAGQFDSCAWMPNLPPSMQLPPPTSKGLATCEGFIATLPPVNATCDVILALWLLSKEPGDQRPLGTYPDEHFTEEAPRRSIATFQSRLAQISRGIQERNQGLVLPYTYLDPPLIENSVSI
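Screening format was qHTS against 50 nM purified 15hLO-2 in Hepes pH 7.5 with detergent. Activity follows hydroperoxide formation from 45 uM arachidonic acid, measured as 573:405 nm absorbance ratio of the ferric-xylenol orange complex.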
ALOX12 inhib: inhibitors of human 12-lipoxygenase (ALOX12) | purified 12-hLO, xylenol orange hydroperoxide absorbance | Potency, µM (titrated, usually from 57.1 µM), without a hit: at the top dose activity change, negative = inhibition, hits mostly inhibitors | AID 1452 | P18054 | 150,000 tested, 0.12% active; further: potency means the concentration at half of the fitted maximal effect; nearly all actives have a fitted effect of over 55% in size; many of its hits are not listed in these tables
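150 nM 12hLO, 25 mM Hepes pH 7.0 + 0.01% Triton X-100; cpd preinc 15 min RT; 40 uM arachidonic acid, 30 min RT; Fe-XO 30 min; A573/A405 ratio as read-out.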
An asterisk follows results filed as active; ? = inconclusive; . = no result given; [ ] = dose if it differs, or a comment. Unless noted, the call rests on the fitted dose curve; in most records, active means well fitted curve in the direction sought with a large enough effect; inconclusive means small, poorly fitted or top-dose-only effect, or another doubt; inactive means no such curve, though single readings can be large; an effect the other way counts as inactive or inconclusive. Unless noted, on the % scale 0 is the no-effect control and ±100 the full control effect. Only part of the results is shown; count on the stated rates, not on these rows.

SMILES,15-hLO-2 inh,IMPase cell inh,PNC assembly inh,ALOX12 inhib
Cc1nc(SCC(=O)NC(=O)NCCC(C)C)c2c(-c3cccs3)csc2n1,.,-3,-18,3%
O=C(/C=C\c1ccc2c(c1)OCO2)Nc1c2c(nn1-c1ccc(Cl)cc1)CSC2,.,.,30,-10%
c1ccc(-c2cnc(-c3ccc(-c4ncc(-c5ccccc5)o4)cc3)o2)cc1,3%[11.4 µM],.,.,1%[11.4 µM]
Nc1nn(-c2ccccc2)c(N)c1N=Nc1ccccc1F,.,.,?,-1%
O=C(Nc1ccc(Br)c2cccnc12)c1ccc(Cn2cc([N+](=O)[O-])cn2)o1,4%,-8,?,-7%
CC1CCCCN1C(=O)CSc1nc2ccsc2c(=O)n1Cc1ccccn1 (stereo not given),.,6,50,0%
COc1ccc(/C=C/C=C2\N=C(SC)SC2=O)cc1,.,.,35,2%
Cc1ccc(C)c(N2CCN(C(=O)c3ccc(CSc4nc5ccncc5[nH]4)cc3)CC2)c1,.,.,12,-5%
C/C(Nc1ccc(C)cc1)=C(/C#N)C(N)=O,0%,6,-29,4%
Cc1cc(O)c2c(-c3ccccc3)cc(=O)oc2c1,-4%,11,?,-4%
C[C@]12C=CC(=O)C=C1CC[C@@H]1[C@H]3C[C@@H](O)[C@](O)(C(=O)CO)[C@@]3(C)C[C@H](O)[C@]12F,4%[25.6 µM],-8[20.6 µM],.,-2%[25.6 µM]
CCCc1cc2c(cc1NS(=O)(=O)c1ccc(CCNC(C)=O)cc1)OCO2,6%,6,1,-7%
O=C(CN1CCC(NC(=O)c2ccc(F)cc2)CC1)NCc1ccccc1F,0%,1,-29,1%
Cc1ccc(-n2c(SCC(N)=O)nnc2-c2ccc(S(=O)(=O)N3CCCCC3)cc2)c(C)c1,-1%,10,25,-2%
Cc1cc(C)c(C(=O)CC2(O)C(=O)Nc3ccccc32)cc1C (stereo not given),-8%,-7,18,-2%
O=C(CSc1ccc(Cl)cc1)Nc1ccccc1N1CCN(C(=O)c2ccccc2)CC1,-10%,3,-10,-15%
CCC(C)c1ccc(NC(=S)Nc2ccc(OC)cc2)cc1 (stereo not given),.,-10,?,-28%
CCOC(=O)c1c(NC(=O)CSc2nnc(C)s2)sc2c1CCCCC2,-6%,5,114,-4%
Cc1cc(NCCCN)nc(-c2ccccc2O)n1,27%,-5,24,0%
CC(C)(C)OC(=O)N1Cc2ccccc2C[C@H]1C(=O)O,1%,-1,17,-2%
COc1cccc(C(=O)Nc2c3c(nn2-c2ccccc2C)CS(=O)C3)c1OC (stereo not given),0%,3,26,-1%
NC1=NC(=O)CC(C(=O)NCCc2ccccc2)S1 (stereo not given),-2%,2,-3,3%
COC(=O)CC1C(=O)NCCN1C(=O)NC1CCCCC1 (stereo not given),2%,-3,7,7%
O=C(CCCn1c(=S)[nH]c2ccccc2c1=O)NC1CCCCC1,-3%,4,-12,1%
FC(F)Oc1ccc(NC(=S)NN2CCOCC2)cc1,-13%,-3,7,-8%
CCC(=O)Nc1cc(C(=O)O)ccc1S(=O)(=O)c1ccc(C)cc1,.,.,-29,-4%
CCC[C@@H]1C[C@@]1(CCC)C(NC(=O)c1cccs1)c1ccc(Cl)cc1 (stereo not given in full),1%,.,.,0%
O=C(NC(=S)Nc1ccc(S(=O)(=O)Nc2nccs2)cc1)c1ccc(F)cc1,.,.,-3,-24%
C/C(N)=C(/C#N)C(=O)COC(=O)c1cc(-c2ccc(Br)cc2)nc2ccccc12,.,10,-27,-3%
O=C(NCCN1CCN(c2ccccc2F)CC1)C1CC(=O)N(C2CCCC2)C1 (stereo not given),1%,3,34,4%
CC1(c2ccccc2)CC(C)(C)N(C(=O)C2CCCO2)c2ccccc21 (stereo not given),-11%,12,10,-8%
CCC(C)(C)n1nnnc1C(c1ccc(OC)c(OC)c1)N1CCN(c2ccccc2)CC1 (stereo not given),1%,6,?,4%
O=C(Nc1nccs1)c1cc(S(=O)(=O)N2CCOCC2)ccc1Cl,2%,-6,?,3%
CC1CCN(c2ccc(S(=O)(=O)Nc3cc(C(=O)O)cc(C(=O)O)c3)cc2[N+](=O)[O-])CC1,3%,-1,0,11%
COC(=O)[C@@H]1C[C@@]2(O)[C@H](O)[C@H](O)[C@H](O)C[C@H]2N1CC1CC1,9%,.,.,3%
Cc1cccc(C)c1Nc1nnc(SCc2nc3ccccc3c(=O)[nH]2)s1,.,.,-118*,-5%
O=C(Nc1ccccc1C(=O)O)c1cncc(Br)c1,-12%,-2,17,-8%
Nc1nc(SCC(=O)Nc2ccc(Oc3ccccc3)cc2)n[nH]1,.,.,?,-2%
Cc1c(Nc2ncccc2C(=O)O)cccc1C(F)(F)F,-6%,-8[20.6 µM],.,1%
CCOc1cc(C(=O)OCC(=O)c2c(N)n(C)c(=O)n(C)c2=O)cc(OCC)c1OCC,-4%,0,?,11%

Entries from the list above that have an NH in an aromatic ring (four):
SMILES,15-hLO-2 inh,IMPase cell inh,PNC assembly inh,ALOX12 inhib
Cc1ccc(C)c(N2CCN(C(=O)c3ccc(CSc4nc5ccncc5[nH]4)cc3)CC2)c1,.,.,12,-5%
O=C(CCCn1c(=S)[nH]c2ccccc2c1=O)NC1CCCCC1,-3%,4,-12,1%
Cc1cccc(C)c1Nc1nnc(SCc2nc3ccccc3c(=O)[nH]2)s1,.,.,-118*,-5%
Nc1nc(SCC(=O)Nc2ccc(Oc3ccccc3)cc2)n[nH]1,.,.,?,-2%

The results go on:
SMILES,15-hLO-2 inh,IMPase cell inh,PNC assembly inh,ALOX12 inhib
Cc1ccc(O)c(C=Nc2ccc3[nH]ncc3c2)c1,.,.,24,-2%
O=C1NC2=C(CCc3ccccc32)C(c2ccc(Br)cc2)N1 (stereo not given),?,6,13,-6%
Cc1ccc(-c2noc(CCC(N)=O)n2)cc1,2%,3,18,2%
Cc1ccc(OCC(O)CNC(=O)c2ccccc2C(=O)O)cc1 (stereo not given),-3%,2,-11,-5%
COC(=O)COc1ccc(S(=O)(=O)N2CCN(c3ccccc3F)CC2)cc1C,8%,-22,25,-4%
Cc1c(NC(=O)OCCNC(=O)COc2ccc(Cl)cc2Cl)sc(=S)n1C,.,?,-21,-6%
O=C(NCc1ccco1)c1cc(-c2ccccc2)nc2ccccc12,15%,11,-4,7%
Cc1ccccc1NC(=O)c1cnn(-c2ccccc2)c1NC(=O)c1ccco1,2%,1,0,2%
O=C(c1cnccn1)N1CCC[C@@]2(CCN(c3ccccn3)C2)C1,-1%,.,.,0%
CC(=O)O[C@H]1C[C@@]2(C)[C@H](C[C@@H](O)[C@H]3[C@@]4(C)CC[C@@H](O)[C@@H](C)[C@H]4CC[C@@]32C)C1=C(CCC=C(C)C)C(=O)O,-3%[25.6 µM],7[20.6 µM],.,-1%[25.6 µM]
Cc1cc(C)nc(SCC(=O)Nc2ncc3c(n2)CCCC3=O)n1,-4%,-14,-1,2%
CCCCC1(CCCC)NC(=S)N(Nc2ccc(C)cc2)C1=O,-7%,7,-90*,-8%
FC(F)(F)c1ccc(Cl)c(NC(=S)NC2CC2)c1,.,-1,8,2%
C=CCOc1ccc(/C(CC)=N/O)c(OC)c1,-5%,1,-6,1%
Cc1cc(C(=O)NC(=S)Nc2ccccc2N2CCOCC2)ccc1[N+](=O)[O-],.,.,52,7%
COc1ccc(CNC(=O)C/C(C)=N/NC(=O)Cc2ccc(OC)c(OC)c2)cc1,.,.,115,-2%
CC(=O)O[C@H]1CC[C@@]2(C)C(CCC3C2CC[C@]2(C)OC(=O)CCC32)C1 (stereo not given in full),.,-10,37,4%
O=C(NCc1cccnc1)c1cccn2c(=O)c3sccc3nc12,-23%,6,-24,1%
O=C(Nc1cccc(Cl)c1)OCc1ccccn1,5%,3,?,0%
Cc1ccnc(N)c1,19%,5,.,0%
CC(C)(C)c1ccc(C(=O)CSc2nc3ccccc3c(=O)[nH]2)cc1,-9%,10,-4,-5%
CCOC(=O)C1CCN(c2c(NCCCN(CC)c3ccccc3)c(=O)c2=O)CC1,0%,-1,23,3%
COc1cc2c(=O)n(Cc3ccccc3)c(=O)n(CC(=O)NCCc3ccccc3)c2cc1OC,-13%,?,?,3%
O=C(COc1ccccc1[N+](=O)[O-])N/N=C/c1ccc(OC(=O)c2ccco2)cc1,.,1,25,-3%
CC1(C)C[C@@H]2C(=O)CCC3O[C@@]3(C)CCC21 (stereo not given in full),-2%,.,.,5%
CCOC(=O)N1CCN(C(=O)c2ccc3c(c2)ncn3C2CCCC2)CC1,-8%,13,2,-5%
CCOC(=O)CSc1nnc([C@@H](NC(=O)OC(C)(C)C)C(C)C)o1,-2%,8,17,-2%
Cc1ccccc1C=O,3%,.,.,-2%
COc1cccc(N(C(=O)CS(=O)CC(=O)Nc2ccc(F)cc2)C(C(=O)NC2CCCCC2)c2cccs2)c1 (stereo not given),.,0,186,12%
S=c1[nH]nc(-c2ccco2)n1C1CCCCC1,.,-12,-85*,2%
O=S(=O)(Cc1ccccc1)Nn1cnnc1,3%,-2,?,9%
CCCOc1ccc(CSC2=NCCN2)cc1[N+](=O)[O-],8%,7,32,-7%
Cc1ccc(C(=O)COC(=O)c2ccc3c(c2)C(=O)N(c2cccc4ncccc24)C3=O)cc1C,2%,3,-16,-3%
Clc1ccc2[nH]c3c(NCCCN4CCOCC4)ncnc3c2c1,3%,2,-24,-5%
O=C(O)Cn1c(P(=O)(O)c2ccccc2)nc2ccccc21,-6%,-5,46,-2%
c1ccc(CSc2ncccn2)cc1,1%,11,-11,-5%
COc1ccc(Cl)cc1NC(=O)Cn1cccc1,3%,7,34,2%
CC[C@@H]1C(c2ccccc2)=NN(c2ccc(Br)cc2)[C@H]1C(=O)N1CCOC1=O,-4%[0.0915 µM],.,.,-11%[0.00818 µM]
CCc1nc2c(c(=O)c3ccccc3n2C)c(=O)n1-c1ccc(F)cc1,.,.,-7,-9%
Nc1cc(Cl)ccc1Oc1ccccc1,-3%,8,12,-3%
COC(=O)c1cccc(NC(=O)c2nn(C)c(=O)c3ccccc23)c1,2%,2,?,-3%
CCc1ccc(NC(=O)c2cccnc2)cc1,-1%,8,-7,-2%
O=S(=O)(/N=C/N1CCOCC1)c1ccc(Cl)cc1,2%,7,31,-2%
O=C(O)c1cccc(CSc2nc(-c3ccccc3)cc(C(F)(F)F)n2)c1,.,.,-4,2%
COc1ccc(C2N3CC4(C)CN2CC(C)(C3)C4=O)cc1OC (stereo not given),2%,-1,13,-2%
CC1=CC(c2ccccc2)n2nc(N3C(=O)C4CC=CCC4C3=O)nc2N1 (stereo not given),-7%,1,-2,-2%
C[C@H](CN(C)C)C(O)(c1ccccc1)c1ccccc1,-2%[11.4 µM],.,.,3%[11.4 µM]
N#Cc1ccc(-n2c(-c3ccccc3)nnc2-c2ccccc2)cc1C#N,.,.,-25,-9%

Entries of single compounds as entered above. Order of screens: 15-hLO-2 inh, IMPase cell inh, PNC assembly inh, ALOX12 inhib
O=C(O)c1cccc(CSc2nc(-c3ccccc3)cc(C(F)(F)F)n2)c1 across the screens: ., ., -4, 2%
CCc1ccc(NC(=O)c2cccnc2)cc1 across the screens: -1%, 8, -7, -2%
